BLM helicase inh: Bloom syndrome helicase (human) inhibition. AID 2528. 0.2% of 350,000 active. P54132. recombinant BLM DNA unwinding, fluorescence dequenching. Potency, µM (doses to about 56.1 µM), for the others: top-dose activity change, negative = inhibition, usual class: inhibitors;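 also: plate controls were vehicle for no effect and no enzyme for full effect; nearly all actives have a fitted effect of over 35% in size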
HP1b binding inh: inhibitors of HP1-beta chromodomain binding to methylated histone tails; Potency, µM (series often up to 114 µM), for inactives: top-dose activity change, negative = inhibition, hits mostly inhibitors; 0.56% of 390,000 active; AlphaScreen HP1-beta / biotin-H3K9me3 peptide binding; P83916; also: nearly all actives have a fitted effect of over 70% in size; inactives centre near 23
Target sequence (P83916 whole entry, looked up): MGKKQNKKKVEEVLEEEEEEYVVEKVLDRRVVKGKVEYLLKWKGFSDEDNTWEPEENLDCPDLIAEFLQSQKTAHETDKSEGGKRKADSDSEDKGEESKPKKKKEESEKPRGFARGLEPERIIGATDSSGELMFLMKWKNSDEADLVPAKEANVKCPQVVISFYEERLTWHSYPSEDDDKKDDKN
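Compound inhibition of the preformed complex between 50 nM HP1-beta and 50 nM biotinylated H3K9me3 peptide was read by AlphaScreen. Buffer was PBS pH 7.4 with 0.01% Tween-20. Incubations ran 30 min at room temperature, with 10 ug/mL donor/acceptor beads.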
PGK inhibitor: blocks T. brucei phosphoglycerate kinase; P07378; PGK/GAPDH coupled, Kinase-Glo luminescence, 60 min; AID 602233; 0.043% of 380,000 active; Potency, µM (top dose mostly 57.5 µM), for the others: top-dose activity change, negative = inhibition, actives largely listed as inhibitors; also: % is scaled to controls: 0 for no effect and ±100 for the full control effect; nearly all actives have a fitted effect of over 60% in size
Target sequence (P07378 whole entry, looked up): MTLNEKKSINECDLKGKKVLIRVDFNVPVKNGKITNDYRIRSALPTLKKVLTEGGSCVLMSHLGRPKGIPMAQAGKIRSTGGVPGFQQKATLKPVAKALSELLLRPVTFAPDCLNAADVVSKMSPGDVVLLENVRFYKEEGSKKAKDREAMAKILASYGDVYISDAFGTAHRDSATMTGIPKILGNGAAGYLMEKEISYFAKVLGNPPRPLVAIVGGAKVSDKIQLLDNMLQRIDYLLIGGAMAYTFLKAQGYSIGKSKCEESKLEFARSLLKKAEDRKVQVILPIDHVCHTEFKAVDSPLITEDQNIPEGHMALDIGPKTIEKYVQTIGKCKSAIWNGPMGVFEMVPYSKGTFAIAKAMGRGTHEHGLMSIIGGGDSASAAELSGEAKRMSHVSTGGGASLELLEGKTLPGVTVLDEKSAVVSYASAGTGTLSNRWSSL
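Luminescent ATP detection (Kinase-Glo Plus) follows a 60-minute room-temperature incubation, with wells lacking PGK as controls. Buffer: 100 mM TEA (pH 7.6), 5 mM MgCl2, 0.01% Tween-20. Coupling enzyme GAPDH (100 nM final) supplies unstable 1,3-BPG in-well.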
G9a inh: G9a (human) methyltransferase inhibition; Q96KQ7; G9a H3K9 monomethylation, AlphaScreen, 2 h; Potency, µM (highest dose often 102 µM), without a hit: at the highest dose activity, negative = inhibition, hits mostly inhibitors; 8.8% of 350,000 active; AID 504332; also: % is scaled to controls: 0 for no effect and ±100 for the full control effect; nearly all actives have a fitted effect of over 75% in size
Target sequence (Q96KQ7 913-1193 limits assumed): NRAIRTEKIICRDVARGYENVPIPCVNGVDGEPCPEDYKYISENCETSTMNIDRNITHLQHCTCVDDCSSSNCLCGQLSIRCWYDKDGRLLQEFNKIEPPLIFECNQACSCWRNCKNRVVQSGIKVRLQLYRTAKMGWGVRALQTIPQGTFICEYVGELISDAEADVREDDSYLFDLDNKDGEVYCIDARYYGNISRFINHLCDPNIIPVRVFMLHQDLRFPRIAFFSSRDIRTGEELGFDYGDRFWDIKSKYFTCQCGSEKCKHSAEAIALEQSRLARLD
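Quantitative HTS format: methyltransferase activity on a biotin-tagged H3K9 peptide is measured by AlphaScreen, using a rabbit anti-monomethyl-H3K9 antibody with streptavidin donor and anti-IgG acceptor beads. Final levels are 20 nM enzyme, 500 nM peptide, 20 uM SAM; 2 h RT.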
Pol iota inh: blocks human DNA polymerase iota activity; Q9UNA4; Pol iota fluorescent replication assay, 10 min; Potency, µM (highest dose often 115 µM), for inactives: at the top dose activity, negative = inhibition, hits mostly inhibitors; 1% of 390,000 active
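Pol iota at 10 nM preincubated 15 min with compounds at room temperature; reaction started with fluorescent substrate, 50 nM final. Fluorescence read kinetically at 0 and 10 min; buffer-only wells as negative control.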
BAZ2B inh: BAZ2B (human) inhibition; Q9UIF8; AlphaScreen BAZ2B-H3K14Ac peptide displacement; Potency, µM (top dose mostly 114 µM), for inactives: top-dose activity change, negative = inhibition, most hits filed as inhibitors; 4.4% of 360,000 active; AID 504333; also: % is scaled to controls: 0 for no effect and ±100 for the full control effect; nearly all actives have a fitted effect of over 60% in size
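Protein-peptide AlphaScreen: BAZ2B 50 nM, b-H3K14Ac 50 nM, 1x PBS pH 7.4 + 0.01% Tween-20. Preincubation 30 min RT; cpd 30 min RT (top 110 uM); beads 20 min RT, light-protected.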
Pin1 inh: human Pin1 inhibition | Q13526 | Pin1 FP peptide displacement, HiFluor488, 10 min | Potency, µM (highest dose often 115 µM), without a hit: at the highest dose activity, negative = inhibition, most hits filed as inhibitors | 0.009% of 390,000 active; active = well fitted inhibition curve with a large enough effect in the polarisation, with a control signal flat, not every such curve was filed as active; inconclusive = small, poorly fitted or top-dose-only effect, or effect the other way, or a change in a side signal; inactive = no such curve, though single readings can be large or run the other way; the % refers to the polarisation; also: % is scaled to controls: 0 for no effect and ±100 for the full control effect
Target sequence (Q13526 whole entry, looked up): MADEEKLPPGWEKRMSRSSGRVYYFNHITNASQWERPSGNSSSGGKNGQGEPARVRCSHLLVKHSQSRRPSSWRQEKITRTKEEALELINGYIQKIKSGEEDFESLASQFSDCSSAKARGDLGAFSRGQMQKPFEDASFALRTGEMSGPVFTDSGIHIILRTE
GLS inhibitor: inhibitors of human glutaminase (GLS); O94925; GLS enzymatic activity, qHTS titration; Potency, µM (top dose mostly 45.5 µM), for the others: at the top dose activity change, negative = inhibition, most hits filed as inhibitors; 0.21% of 410,000 active; AID 624170; also: % is scaled to controls: 0 for no effect and ±100 for the full control effect
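hKGA in 45 mM KH2PO4 pH 8.2, 0.02% Tween-20 with pin-transferred compounds; 1 mM L-glutamine (stock) plus glutamate oxidase/HRP/Amplex Red coupling added. Fluorescence read initially and after 30 min at RT.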
JMJD2A Tudor inh: blocks the human JMJD2A Tudor domain; O75164; AlphaScreen JMJD2A-Tudor / H3K4me3 peptide binding; Potency, µM (titrated, usually from 114 µM), inactives show top-dose activity change, negative = inhibition, actives largely listed as inhibitors; 4.4% of 390,000 active; also: % is scaled to controls: 0 for no effect and ±100 for the full control effect; nearly all actives have a fitted effect of over 50% in size
Starred values were filed as active, the others as inactive; i = inactive; ? = inconclusive; / = no result given; & = joins results of further samples; [ ] = dose if it differs, or a comment. Unless noted, calls follow the shape of the dose curve; as a rule, active = well fitted curve in the direction sought with a large enough effect; inconclusive = small, poorly fitted or top-dose-only effect, or another doubt; inactive = no such curve, though single readings can be large; an effect the other way counts as inactive or inconclusive. Potency is read from the fitted curve at half-maximal effect. The list is partial. The share of hits here may be higher or lower than overall.

BLM helicase inh	HP1b binding inh	PGK inhibitor	G9a inh	Pol iota inh	BAZ2B inh	Pin1 inh	GLS inhibitor	JMJD2A Tudor inh	SMILES
3.1%	49.3%[activator]	-0.3%	?	10.0%	-1.2%	3.6%	-15.4%	-8.2%	O=C1c2ccccc2C(=O)N1CCCCSc1nnc2c(Cl)cc(Cl)cn12
-14.9%	16.3%	6.3%	-5.8%	26.7%	1.0%	-8.1%	34.5%	-17.6%	N/C(CC(=O)Nc1ccc(F)cc1)=N\O
-2.1%	23.7%	-1.8%	1.8%	14.5%	3.9%	-1.5%	2.0%	-3.8%	O=C(c1c(Cl)cccc1Cl)N1CCCCCC1
-2.3%	1.6%	-5.1%	-3.0%	?	-26.1%	0.7%	9.2%	-9.1%	CCCNC(=O)c1cc(Cl)c(NC(=O)C2=C(C)OCCS2)cc1OC
0.1%	38.8%	-7.8%	/	-5.6%	3.0%	3.9%	-0.3%	-1.7%	Cc1cc(-c2ccc(Cl)cc2)n2ncnc2n1
-2.9%	50.5%[activator]	i	8.5%	-16.3%	-4.4%	-6.5%	0.4%	2.8%	CCc1ccc(NC(=O)CSc2nnc(-c3ccco3)o2)cc1
0.9%	33.2%	-2.3%	56.2µM*	?	-25.6%	1.1%	-1.1%	-3.8%	CCN(CC)S(=O)(=O)c1cccc(C(=O)NCCCn2ccnc2)c1
0.8%	37.4%	5.0%	?	-24.8%	?	-2.4%	11.0%	-30.8%	Cn1c(=O)[nH]c(=O)c2c1nc(Br)n2C/C=N/Nc1ccccc1
-6.3%	16.5%	8.8%	15.6%[59 µM]	-5.9%	-29.1%	-2.9%	6.4%	-32.5%	Cc1cccc(Nc2ccc(NCc3ccccc3)nn2)c1
-5.9%	24.4%	-12.4%	5.3%	-46.8%	-0.4%	-14.8%	13.5%	4.2%	O=C(NC1CCN(C(=S)Nc2ccc(F)cc2)CC1)C1CCCCC1
/	41.3%[activator]	-1.1%	/	-13.9%	/	-5.5%	9.0%	-15.3%	O=[N+]([O-])c1ccc(-c2cn3c(n2)SCC3)cc1
-6.1%	-18.7%	-0.4%	?	7.7%	?	-5.7%	8.6%	?	Cc1sc(NC(=O)C2C3CCC(O3)C2C(=O)O)nc1-c1ccc(CC(C)C)cc1 (stereo unspecified)
-15.0%	39.2%[activator]	-4.0%	20µM*	?	-16.8%	-4.2%	1.7%	-17.4%	O=C(Nc1nnc(SCC(=O)N2CCCC2)s1)C1CC(=O)N(c2ccc(F)cc2)C1 (stereo unspecified)
-0.7%	33.1%[activator]	-13.7%	28.2µM*	?	?	4.7%	0.9%	?	COc1cccc(/C(O)=C2/C(=O)C(=O)N(Cc3ccco3)C2c2ccncc2)c1 (stereo unspecified)
-0.3%	7.5%	-1.1%	-24.1%[12.7 µM]	-9.6%	-15.9%	7.9%	8.1%	-6.5%	COCC(C)n1c(COc2ccccc2F)nnc1SCc1c(C)noc1C (stereo unspecified)
-0.3%	41.9%	-2.3%	1.9%	30.8%[activator]	-0.7%	-1.3%	1.5%	-6.8%	CC(=O)Nc1nc(C)c(S(N)(=O)=O)s1
-6.7%	5.3%	i	3.4%	50.7%[activator]	-8.7%	-1.3%	7.1%	-11.2%	CC(C)(C)c1ccc(CNC(=O)c2ccc3c(c2)NC(=O)CO3)cc1
5.3%	28.2%	2.8%	-21.3%	-8.9%	6.1%	-0.6%	-1.2%	-2.1%	NC(=O)COC(=O)c1cccc(NS(=O)(=O)/C=C/c2ccccc2)c1
-8.6%	46.9%[activator]	-4.5%	23.7%[59 µM]	34.3%[activator]	-13.8%	?	-3.3%	-10.9%	Nc1nnc(SCc2nc3scc(-c4ccccc4)c3c(=O)[nH]2)s1
-10.2%	9.6%	0.1%	?	-15.2%	-31.3%	6.7%	-1.6%	-31.0%	O=c1c2ccccc2nc(N2CCN(c3ccccc3)CC2)n1Cc1ccccc1
1.2%	42.4%[activator]	-5.1%	-11.4%	-4.6%	3.6%	-5.7%	-2.7%	4.3%	O=C(N[C@@H](Cc1ccccc1)C(=O)NCc1ccc(F)cc1)C1CCNCC1
-2.0%	-6.8%	-5.0%	-19.8%[59 µM]	48.8%[activator]	-13.6%	-1.4%	29.8%	-18.1%	O=C(CCOc1ccccc1F)N1CCN(c2ccccc2O)CC1
1.8%	28.0%	i	10.0%[12.7 µM]	-8.4%	-2.6%	4.9%	-5.4%	-6.9%	O=C(Nc1cccc(F)c1)C1CCN(C(=O)Cc2ccccc2)CC1
-5.4%	145.4%[activator]	i	73.8%[activator]	-4.5%	49.1%[activator]	-4.5%	-2.0%	48.8%[activator]	CCCCN(N=Nc1nonc1OC)c1nonc1OC
-8.1%	18.0%	0.3%	25.9%	?	-13.1%	11.8%	2.9%	-18.7%	Cc1cc(C)c(NC(=O)Cn2nnc(C(=O)NCc3ccco3)c2N)c(C)c1
-0.9%	0.0%	-9.3%	?	15.6%	2.5%	3.1%	-0.7%	-25.0%	CC(C)c1ccc(NC2CCCN(C(=O)c3ccnn3C)C2)cc1 (stereo unspecified)
-0.7%	-6.1%	-2.4%	-0.3%[12.7 µM]	-7.2%	-1.7%	2.5%	20.5%	-6.1%	O=C1C2C3C=CC(C3)C2C(=O)N1Nc1ccccc1 (stereo unspecified)
-9.7%	?	7.4%	-33.0%[59 µM]	-2.1%	?	16.5%	0.2%	44.7µM*	CCOc1ccc(Nc2nc(N)c(C(=O)c3ccccc3Cl)s2)cc1
-7.7%	22.4%	i	/	-8.1%	-8.0%	?	2.0%	-19.9%	COc1ccc(N2CC(C(=O)Nc3nnc(SCC(=O)N4CCCC4)s3)CC2=O)cc1 (stereo unspecified)
-6.7%	20.9%	1.7%	-3.8%	-15.1%	4.1%	5.1%	-3.1%	-7.0%	COc1ccc(-c2noc(N3CCC(C(=O)Nc4ccc(OC)cc4OC)CC3)n2)cc1

Some of the entries so far, with each value named.
NC(=O)COC(=O)c1cccc(NS(=O)(=O)/C=C/c2ccccc2)c1
  BLM helicase inh = 5.3%; HP1b binding inh = 28.2%; PGK inhibitor = 2.8%; G9a inh = -21.3%; Pol iota inh = -8.9%; BAZ2B inh = 6.1%; Pin1 inh = -0.6%; GLS inhibitor = -1.2%; JMJD2A Tudor inh = -2.1%
COCC(C)n1c(COc2ccccc2F)nnc1SCc1c(C)noc1C (stereo unspecified)
  BLM helicase inh = -0.3%; HP1b binding inh = 7.5%; PGK inhibitor = -1.1%; G9a inh = -24.1%[12.7 µM]; Pol iota inh = -9.6%; BAZ2B inh = -15.9%; Pin1 inh = 7.9%; GLS inhibitor = 8.1%; JMJD2A Tudor inh = -6.5%

Of the compounds above, these contain an NH in an aromatic ring:
BLM helicase inh	HP1b binding inh	PGK inhibitor	G9a inh	Pol iota inh	BAZ2B inh	Pin1 inh	GLS inhibitor	JMJD2A Tudor inh	SMILES
0.8%	37.4%	5.0%	?	-24.8%	?	-2.4%	11.0%	-30.8%	Cn1c(=O)[nH]c(=O)c2c1nc(Br)n2C/C=N/Nc1ccccc1
-8.6%	46.9%[activator]	-4.5%	23.7%[59 µM]	34.3%[activator]	-13.8%	?	-3.3%	-10.9%	Nc1nnc(SCc2nc3scc(-c4ccccc4)c3c(=O)[nH]2)s1

Following part
BLM helicase inh	HP1b binding inh	PGK inhibitor	G9a inh	Pol iota inh	BAZ2B inh	Pin1 inh	GLS inhibitor	JMJD2A Tudor inh	SMILES
/	29.8%	i	-15.5%[12.7 µM]	21.4%	9.9%	2.8%	-0.5%	-7.0%	CCN(C(=O)COC(=O)CSc1ccc(F)cc1)c1c(N)n(Cc2ccccc2)c(=O)[nH]c1=O
/	-11.0%	i	/	12.4%&37.3%	/	31.9%[activator]	-10.7%	?	O=C1CCC[C@@H]2C[C@@]3(C[C@@H]4CCN1[C@H]24)Nc1cc([N+](=O)[O-])ccc1NC3=NC1CCCCC1
-6.0%	77.8%[activator]	-6.0%	8.4%[0.0925 µM]	-13.1%	6.6%	11.2%	-1.8%	25.9%	Cc1ccc(-c2csc(C(C#N)=C3CCCC3)n2)cc1
-11.0%	28.5%	6.1%	1.1%	14.0%	8.4%	8.6%	2.8%	7.1%	CCCC(=O)NC(=S)Nc1cccc(Cl)c1N1CCCCC1
-1.3%	30.8%	0.7%	8.8%[59 µM]	10.0%	2.1%	-1.4%	46.3%[activator]	-14.0%	Brc1ccc(NCc2nnc3n2CCCCC3)cc1
-4.2%	22.5%	-4.4%	/	12.0%	2.3%	-0.5%	-3.8%	-9.0%	CC(C)NC(=O)C1CCN(C2CCN(Cc3nc4ccccc4s3)CC2)CC1
-12.8%	31.9%	8.3%	4.9%	46.2%[activator]	-9.3%	0.1%	8.5%	1.4%	CC(=O)c1c(C)[nH]c(C(=O)COC(=O)C2CC2)c1C
-1.7%	26.6%	i	-14.3%[59 µM]	3.3%	-2.9%	-1.0%	1.0%	13.2%	O=C1CC(C(=O)NC2CCCCC2)C(c2ccccc2)O1 (stereo unspecified)
0.1%	39.6%[activator]	-6.4%	22.8%[59 µM]	10.8%	9.3%	-4.1%	?	-1.4%	O=C(CSc1nnc(-c2ccoc2)o1)N1CCOCC1
/	16.3%	8.6%	?	4.5%	5.5%	6.4%	21.0%	-11.0%	CC(=O)c1ccc(NC(=O)C(C)OC(=O)c2cccc(-n3cnnn3)c2)cc1 (stereo unspecified)
4.7%	21.2%	-8.8%	-2.0%	12.2%	-0.6%	-1.3%	-7.6%	-13.1%	Cc1nn(-c2ccccc2)c(Cl)c1/C=N/O
2.9%	22.9%	3.5%	50.1µM*	11.8%	-10.4%	0.0%	7.6%	-12.6%	CC(C)c1ccc(C(=O)Nc2ccc(N3CCOCC3)cc2)cc1
-1.1%	30.8%	0.5%	22.2%	4.1%[58.9 µM]	-1.1%	-7.9%	-6.2%	7.9%	C#CCOC(=O)Nc1ccc(OCC(F)(F)F)nc1
-6.0%[75.6 µM]	44.1%[activator]	2.9%	62.3%[activator]	2.6%	/	3.0%	-2.6%	8.9%	CCOC(=O)/C=C1\CC(C(=O)OCC)Oc2ccccc21 (stereo unspecified)

From PubChem
